CCR6 antagonist – blocks CCL20-driven beta-arrestin recruitment at human CCR6 | inhibition, % at 20 µM | hit rate 0.49% among 340,000 | CHO-K1 CCR6 PathHunter beta-arrestin, luminescence, CCL20-stimulated | AID 493098 | P51684;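 active = compounds whose inhibition of the agonist-driven luminescence signal at 20 µM reaches about 50%, limit read from the data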;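 note: cells stimulated with CCL20 at 14 nM final; plate controls were DMSO with CCL20 for no effect and DMSO without agonist for full effect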
Gli-Sufu block – Gli-Sufu pathway antagonism; Sufu-KO-LIGHT fibroblasts, Gli luciferase reporter luminescence; inhibition, % at 5 µM; hit rate 0.74% among 340,000; AID 588413;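 active = inhibition above about 55%, limit read from the data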;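 note: 0% = DMSO-treated cells and 100% = wells with medium but no cells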
Jurkat NFkB inh – lowers PMA/ionomycin-induced NF-kB signal in Jurkat cells. AID 435003. hit rate 0.53% among 330,000. PMA/ionomycin-induced NF-kB luciferase reporter, luminescence. inhibition, % at 4 µM
EBI2 block – blocks human EBI2 receptor beta-arrestin signaling. P32249. EBI2 beta-arrestin recruitment, luminescence, 7a,25-OHC stimulated. inhibition, % at 5 µM. hit rate 0.81% among 360,000. AID 651636; in the data active = inhibition above about 38%;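 note: enzyme fragment complementation signal reports receptor beta-arrestin coupling in cells; 0% = agonist plus DMSO wells and 100% = wells without agonist; some results beyond the cut were filed as inactive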
697 NFkB inh – lowers PMA/ionomycin-induced NF-kB signal in 697 B cells; 697 B-cell NF-kB luciferase reporter, 16 h; inhibition, % at 4 µM; hit rate 0.33% among 330,000; AID 435022; in the data active = inhibition above about 35%
UBC13 polyUb – blocks human UBC13 polyubiquitin chain formation | P61088 | TR-FRET | inhibition, % at 20 µM | hit rate 0.47% among 330,000; in the data active = inhibition above about 45%, passing the limit was not always enough
Apaf1 inhib – inhibitors of human Apaf-1 apoptosome; O14727; reconstituted apoptosome caspase-3 activity, DEVD-Rh110 fluorescence; inhibition, % at 20 µM; hit rate 0.71% among 330,000; active = inhibition of at least 40% at 20 µM;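 note: plate controls were DMSO wells for no effect and DEVD-CHO caspase inhibitor wells for full effect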
Target sequence (O14727 whole entry, looked up): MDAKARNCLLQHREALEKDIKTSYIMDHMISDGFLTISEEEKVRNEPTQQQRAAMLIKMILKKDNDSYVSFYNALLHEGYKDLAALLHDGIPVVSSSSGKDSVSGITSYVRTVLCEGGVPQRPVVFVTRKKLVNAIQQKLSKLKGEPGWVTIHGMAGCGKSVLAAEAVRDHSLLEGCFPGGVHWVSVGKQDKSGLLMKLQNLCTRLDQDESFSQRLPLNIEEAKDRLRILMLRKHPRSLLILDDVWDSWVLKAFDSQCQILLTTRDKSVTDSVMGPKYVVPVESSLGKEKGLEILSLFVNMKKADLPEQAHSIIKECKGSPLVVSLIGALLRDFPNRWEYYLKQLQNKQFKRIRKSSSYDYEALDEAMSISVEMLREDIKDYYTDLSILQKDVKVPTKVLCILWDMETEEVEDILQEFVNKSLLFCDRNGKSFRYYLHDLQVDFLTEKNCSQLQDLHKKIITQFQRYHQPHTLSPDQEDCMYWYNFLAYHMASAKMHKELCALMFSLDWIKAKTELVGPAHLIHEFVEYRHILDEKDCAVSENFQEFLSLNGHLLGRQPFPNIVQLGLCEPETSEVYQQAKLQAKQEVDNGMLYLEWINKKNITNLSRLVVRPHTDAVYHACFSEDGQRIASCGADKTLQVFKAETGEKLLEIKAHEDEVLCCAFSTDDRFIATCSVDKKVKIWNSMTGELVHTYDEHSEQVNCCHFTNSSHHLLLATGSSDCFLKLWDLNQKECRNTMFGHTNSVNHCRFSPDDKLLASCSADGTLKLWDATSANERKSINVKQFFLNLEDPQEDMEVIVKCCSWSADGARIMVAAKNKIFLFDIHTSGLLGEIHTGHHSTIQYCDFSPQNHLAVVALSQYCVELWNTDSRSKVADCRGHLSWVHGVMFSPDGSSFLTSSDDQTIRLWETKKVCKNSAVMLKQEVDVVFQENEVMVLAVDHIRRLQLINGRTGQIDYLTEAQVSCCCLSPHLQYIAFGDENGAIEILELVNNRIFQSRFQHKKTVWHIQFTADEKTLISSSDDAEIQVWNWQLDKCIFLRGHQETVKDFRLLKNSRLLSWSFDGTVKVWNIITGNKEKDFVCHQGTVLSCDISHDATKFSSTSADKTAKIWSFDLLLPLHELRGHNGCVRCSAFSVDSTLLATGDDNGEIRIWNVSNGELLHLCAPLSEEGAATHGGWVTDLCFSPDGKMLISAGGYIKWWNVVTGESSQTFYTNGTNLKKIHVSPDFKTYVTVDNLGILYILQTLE
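Assay system – apoptosome proteins · Medium – Hepes buffer, pH 7.5 · Also added – cytochrome c with DEVD-Rh110 · Timing – 30 min compound preincubation, 50 min activation, room temperature · Detection – Rh110 fluorescence, excitation 480 nm, emission 540 nm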
SENP8 block – SENP8 protease inhibition. inhibition, % at 10 µM. purified SENP8, Z-RLRGG-aminoluciferin cleavage, luminescence. AID 2540. hit rate 1.2% among 330,000
* hit, by the source's call; · = no result given. Cut-off read from the data, not from the text of the source, unless noted: active = inhibition above about 50%; inactive = the rest. Not all compounds are listed. The share of hits here may be higher or lower than overall.

The line under a structure holds: Jurkat NFkB inh, EBI2 block, 697 NFkB inh, UBC13 polyUb, Gli-Sufu block, SENP8 block, CCR6 antagonist, Apaf1 inhib
Nc1nc(SCC(=O)c2cc3ccccc3o2)n[nH]1
    -1, -11, 1, 0, -2, -1, 18, -20
O=C1c2ccc(-c3ccc(F)cc3OCc3ccccc3)cc2S(=O)(=O)c2cccc(C(=O)N3CCN(c4ncc(Br)cn4)CC3)c21
    -12, -9, -5, -45, -5, -8, 13, 19
Cc1ccc(-c2nnn(CC(=O)N(Cc3cccs3)C(C(=O)NC(C)(C)C)c3ccc(C)o3)n2)o1 (stereo unspecified)
    -3, 5, 4, 0, 8, 3, 20, 4
Cn1c(=O)c2[nH]c(N3CCN(c4ccccn4)CC3)nc2n(C)c1=O
    14, ·, 1, 5, ·, -1, ·, -7
CCCCC(=O)N1CCCC(C(=O)OCC)C1 (stereo unspecified)
    3, 15, -16, -11, 2, -6, 8, 10
COCc1nnc(NC(=O)c2ccc(S(=O)(=O)N(CC(C)C)CC(C)C)cc2)o1
    -4, 6, 15, -2, -10, 4, 17, -7
CN1CCNC(=O)C1CC(=O)O (stereo unspecified)
    15, -6, 22, 9, 0, -5, -17, -8
O=C(c1cc2n(n1)C(C(F)(F)F)CC(c1ccco1)N2)N1CCc2ccccc2C1 (stereo unspecified)
    15, -14, -10, -3, -5, 8, 10, 21
Cc1ccc(-c2csc(N(CCCN(C)C)C(=O)c3ccco3)n2)cc1
    -9, -1, 8, 14, 7, 3, 13, -8
CCOCC(=O)Nc1ccc(F)c(F)c1
    10, 4, -13, -5, -11, -11, -11, 4
O=C(c1ccc2c(c1)OCO2)N(c1ccccc1)C1C=CS(=O)(=O)C1 (stereo unspecified)
    -6, -3, 0, -11, 12, -5, 9, 4
Cc1ncc([N+](=O)[O-])n1CC(=O)Nc1ccccc1F
    -9, -5, -3, -9, -14, -10, -3, -13
CN1CCN(c2ccc(Cl)cc2NC(=O)c2cc(=O)[nH]c3ccccc23)CC1
    0, -23, -6, 7, -2, 4, 7, 4
COC(=O)c1cc(C(=O)Nc2nnc(CC(C)C)s2)cc([N+](=O)[O-])c1
    3, -4, 5, -8, 3, 10, 2, -5
Cc1ccc(O)c(NC(=O)C2=CC(c3cccs3)=NS(=O)(=O)N2C)c1
    8, 22, -16, -6, 94*, 23, 6, -3
CCCCN1C[C@H](Cc2ccccc2)[C@@H](CC(=O)NCc2ccc(OC)cc2)C1=O
    9, -2, 17, 3, 18, -14, 18, 10
O=C(NC1CCCC1)c1cnc2n(c1=O)CCS2
    4, -6, 18, 9, -2, 4, -6, -3
Cc1ccc(-c2nnc(SCC(=O)N3CCOCC3)nc2-c2ccc(C)cc2)cc1
    -6, 9, -12, -7, 4, -6, 10, 19
Cc1c(S(=O)(=O)N2CC(C)CC(C)C2)c(=O)n(C)c(=O)n1C (stereo unspecified)
    2, 1, 6, 5, -7, -8, -2, -18
CC(C)(C)OC(=O)NCCCC[C@@H](C(=O)NCCCCCCCCCCC(=O)N1CCN(C(=O)OC(C)(C)C)CC1)n1cc(CCCC(=O)O)nn1
    13, 1, 14, -17, 3, 0, -1, 15
O=C(COC(=O)Cc1ccsc1)NCc1ccccc1
    -33, -2, -4, -11, 2, -10, -1, 8
COc1ccccc1NC(=S)N1CCCCCC1
    -6, -3, 8, 2, -4, 3, 6, 2
Cc1cc(C)cc(NC(=O)c2ccc(Cn3nc(C)c(Cl)c3C)o2)c1
    11, 8, 17, 13, 14, -4, 4, 31
CC(=O)n1nc(-c2ccco2)nc1SCc1ccccc1
    -6, -2, -15, 0, -33, -3, 8, -2
CCn1ncc(C2=NOC(C(=O)N3CCC(C(N)=O)CC3)C2)c1C (stereo unspecified)
    15, -5, 12, 12, -1, -3, 8, -14
CC(C)C(NC(=O)C1CCCCC1)C(=O)Nc1ccncc1 (stereo unspecified)
    -9, 9, 1, 1, 18, 2, -16, -16
COc1cc2cnc(-c3ccsc3)cc2cc1OC
    -1, 6, 21, 9, -3, -1, 5, 13
O=C(Nc1cccnc1)c1ccc(Cl)c(S(=O)(=O)N2CCCC2)c1
    9, -2, 1, 3, -2, -10, -1, 2
CCc1nnc2c3cnn(-c4ccccc4)c3ncn12
    -12, -11, -37, 9, -42, -7, -2, -2
S=c1[nH]nc(-c2cccc(Cl)c2)n1Cc1ccccc1
    5, -4, 1, 33, -4, -1, -3, -1
CC(C)C[C@H](NC(=O)[C@H]1N2C(=O)c3ccccc3C2SC1(C)C)C(=O)N[C@@H](Cc1ccccc1)C(=O)O (stereo partly specified)
    13, -4, 4, -11, -2, -2, 9, -5
Cc1ccc(NC(=O)N2CCOCC2)c(C)c1
    -1, -3, 14, -3, -4, -2, -4, -11
O=C(NC1CCN(Cc2ccccc2)CC1)c1ccccc1NS(=O)(=O)c1ccc(F)cc1
    15, 4, 13, 7, 27, 11, -2, -3
CCOc1cccc(-c2nnc(SCC(=O)Nc3cc(C)ccc3OC)n2N)c1
    7, -4, -6, 0, 2, -10, -1, 18
S=c1[nH]nc(-c2ccc(Cl)cc2)n1/N=C/c1cccs1
    7, 8, -4, -2, 20, 1, 7, 9
CCC1(c2ccc(F)cc2)NC(=O)N(CC(=O)Nc2ccccc2C)C1=O (stereo unspecified)
    -12, -15, 6, 3, -11, -3, 2, 0
CCN(CC)CCN1C(=O)C(O)=C(C(=O)c2ccco2)C1c1ccccn1 (stereo unspecified)
    -6, 0, -10, -7, 3, 6, 4, -3
Cc1ccc(CN2CCN(CC3CC4C=CC3C4)CC2)cc1 (stereo unspecified)
    -8, -4, -2, -4, 7, -12, 2, 5
CN(CC(=O)Nc1ccccc1Cl)C(=O)COC(=O)/C=C/c1ccc(C(F)(F)F)cc1
    5, -4, -8, -7, 2, -2, -6, 2
CCOC(=O)C(C)Oc1ccccc1C1NC(=O)NC(C)=C1C(=O)Nc1ccc(C)c(C)c1 (stereo unspecified)
    0, 0, 4, 2, -1, -9, 3, 8
Cc1cc(C(=O)N2CCN(Cc3ccccc3)CC2)ccc1[N+](=O)[O-]
    -6, 24, 16, -8, 0, -4, 13, 3
O=C(Nc1cccc2ccccc12)NC(Cc1ccccc1)C(=O)O (stereo unspecified)
    3, 10, -4, 1, -1, 6, 3, -2
CCN(CC)C(=O)/C=C/c1ccccc1
    -23, 1, -4, -3, -34, -9, 14, 1
Cc1ccc(Nc2c(-c3ccc(N(C)C)cc3)nc3ncccn23)cc1
    -59, -1, -53, -18, -11, -14, 11, 24
N#Cc1cccc(CN2CCC(=O)N(CCO)CC2)c1
    -1, -10, 17, 3, -1, 3, -4, -9
CC(C)N(C(=O)COC(=O)[C@H](C)NC(=O)c1ccco1)c1ccccc1
    -1, 0, -22, -16, -4, -3, 13, 0
CC(C)C[C@H]1COCCS(=O)(=O)N1Cc1cccc(C(F)(F)F)c1
    4, -2, -6, 2, -5, 8, 0, 22
CCCNC(=O)NNC(=O)c1cc(-c2ccc3c(c2)OCO3)nc2ccccc12
    0, -2, 14, -2, 0, -3, 4, 14
O=C1N(S(=O)(=O)c2ccccc2F)C(=O)C2(CCCC2)N1S(=O)(=O)c1ccccc1F
    8, -7, 13, 6, 4, -1, -7, -7
Clc1ccc(CNc2ccccc2NCc2ccc(Cl)nc2)cn1
    15, 9, 8, 17, -3, 0, -9, -9
CCC(C(=O)N1CCN(S(=O)(=O)c2ccc(F)cc2)CC1)c1ccccc1 (stereo unspecified)
    6, 3, 13, 6, -4, 2, 8, -2
CC1=NN(c2nc3ccccc3s2)C(O)(C(F)(F)F)C1 (stereo unspecified)
    1, -2, -14, -4, 0, -1, 8, -10
O=[N+]([O-])c1cccc(S(=O)(=O)N2CCCCC2)c1
    5, -6, 5, 2, -6, 3, -6, -5
O=C(Nc1nnc(C23CC4CC(CC(C4)C2)C3)s1)c1ccco1
    -106, 2, -236, -3, -71, -4, 10, 27
CCn1ccnc1CN(C)Cc1cn(-c2cc(C)ccc2C)nc1-c1ccccc1
    -25, 11, -14, 11, 11, -6, 14, 21
O=[N+]([O-])c1ccc(N2CCCCC2)c(-c2nn[nH]n2)c1
    6, -1, -1, -33, 0, 1, 10, 8
O=C(NCCCN1CCOCC1)c1ccccc1NS(=O)(=O)c1ccc(F)cc1
    -14, 6, 6, -2, 1, -7, 9, -5
COc1ccc(OC)c(CCNC(=O)CCc2cn(C)c3ccccc23)c1
    35, 2, 11, 4, 10, -4, 6, 7
CCOC(=O)c1c(NC(=O)Cc2ccccc2)sc2c1CCN(C)C2
    -12, 5, -4, 11, 28, 0, 7, 5
Cc1cccc(NC(=S)N=Nc2c(O)[nH]c3ccccc23)c1
    -3, 2, 3, 60*, 14, 3, 21, 2

(next part)
The line under a structure holds: Jurkat NFkB inh, EBI2 block, 697 NFkB inh, UBC13 polyUb, Gli-Sufu block, SENP8 block, CCR6 antagonist, Apaf1 inhib
O=C(CN1C(=O)NC2(CCCCCC2)C1=O)N1CCC(Cc2ccccc2)CC1
    -2, -8, -34, 4, 14, 5, 1, 20
CC(=O)c1oc2ccccc2c1NC(=O)COC(=O)c1ccc(-n2nc(C)cc2C)cc1
    -1, 4, -21, -9, -6, 5, 10, 12
Cc1cccc(OCCOCCN2CCNCC2)c1C
    -13, 0, 10, 14, 8, 4, 6, 3
CCOC(=O)c1nn(-c2ccc(OCC)cc2)c2nc(-c3ccco3)c(C#N)c(=O)n12
    -8, -3, 2, -3, 7, -4, 20, -4
CC(C)CNC(=O)CSc1nnc2ccccn12
    -20, -5, 4, -17, -9, -8, 2, -1
O=C(Nc1cccc(F)c1)C1CCN(S(=O)(=O)c2cccc3nonc23)CC1
    5, 10, 1, 0, -3, 6, 7, 0
COc1cc(NC(=O)C2=C(N3CCOCC3)/C(=C\c3ccc(Br)cc3)CC2)cc(OC)c1OC
    22, 5, -18, 12, 34, -6, 6, 13
Cn1c(OCc2ccc3c(c2)OCO3)nc2c1c(=O)n(Cc1ccc(Cl)c(Cl)c1)c(=O)n2C
    15, 2, -4, -4, 3, 1, -28, 5
O=C(Nc1cc(Oc2ccc(Cl)cc2)cc([N+](=O)[O-])c1)c1ccco1
    1, 9, -18, -6, 10, -2, 17, 17
CSCCC(NS(=O)(=O)c1ccc(Cl)cc1)C(=O)OCC(=O)NC12CC3CC(CC(C3)C1)C2 (stereo unspecified)
    8, 33, 5, 12, 4, -4, 6, 17
Nc1c(C(=O)NCCc2ccc(Cl)cc2)sc2ccc(S(=O)(=O)N3CCCCC3)cc12
    1, ·, -26, -1, ·, 6, ·, 18
CCN(CC(=O)NC)S(=O)(=O)c1ccc(Br)cc1
    -16, -4, -14, -5, 10, -10, 34, 0
COCCNC(=O)C1(C(F)(F)F)CC(CCCO)CCCO1 (stereo unspecified)
    -7, -6, 14, 5, -8, -6, 4, -2
N/C(=N\OC(=O)CCc1ccccc1)c1ccc(Cl)cc1
    -28, 12, -48, 4, -12, -8, 11, -3
CCOC(=O)Cn1nnc2c(sc3nc4c(c(-c5ccc(Cl)cc5)c32)CCC4)c1=O
    2, 24, -80, -11, 24, -10, 26, 31

The final 3 compounds of the section above come first, to join the parts.
The line under a structure holds: Jurkat NFkB inh, EBI2 block, 697 NFkB inh, UBC13 polyUb, Gli-Sufu block, SENP8 block, CCR6 antagonist, Apaf1 inhib
COCCNC(=O)C1(C(F)(F)F)CC(CCCO)CCCO1 (stereo unspecified)
    -7, -6, 14, 5, -8, -6, 4, -2
N/C(=N\OC(=O)CCc1ccccc1)c1ccc(Cl)cc1
    -28, 12, -48, 4, -12, -8, 11, -3
CCOC(=O)Cn1nnc2c(sc3nc4c(c(-c5ccc(Cl)cc5)c32)CCC4)c1=O
    2, 24, -80, -11, 24, -10, 26, 31
O=C(c1ccc(S(=O)(=O)N2CCCC2)cc1)N1CCN(S(=O)(=O)c2cccc(F)c2)CC1
    10, -1, 9, 3, 6, 3, 10, 5
Clc1ccc2nc3ccccn3c2c1
    -14, -16, -43, 12, 0, -4, 6, 6
CCC(=O)Nc1ccc2c(c1)C(=O)N(C)C2=O
    -10, -1, -27, 7, 5, -12, 3, -2
COc1ccc(OC)c(/C=N/NC(=O)CC(=O)NC2CCCCC2)c1
    3, -13, 9, 17, -12, 1, 4, 3
O=C1C2CCCN2C(=S)N1c1cc(Cl)ccc1Cl (stereo unspecified)
    5, -4, 16, 2, -5, 1, 0, 4
CCO[C@@H]1c2c(ccc3ccc(=O)oc23)OC(C)(C)[C@H]1O
    -2, -3, -17, 4, -5, 2, -3, 2

Compound activity as filed in PubChem BioAssay.
